IEC-6 cytotox – counter-screen for KLF5 inhibitors: cytotoxicity in IEC-6 cells | IEC-6 cytotoxicity, luminescence viability | inhibition, % at 5 µM | 290,000 compounds, 0.78% hits | AID 1825; in the data active means inhibition above about 22%;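 further: 0% = plate median of test compound wells and 100% = cytotoxic reference compound wells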
AI-2 QS mod – modulators of Vibrio harveyi AI-2 quorum sensing system; 300,000 compounds, 0.4% hits; AID 2094; activity change, % at 7.5 µM; Vibrio harveyi JMH597 AI-2 luminescence/OD600 ratio, 9 h; active compounds read low; strain lacks LuxN and CqsS sensors; 0 = neutral-control median; in the data active means activity change below about -75%, passing the limit was not always enough;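 further: luminescence divided by OD600 gain over 9 h not by final OD600 alone; inactives centre near 13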
Platelet DG rel – modulates dense granule release in human platelets. 300,000 compounds, 0.22% hits. human platelet-rich plasma, SFLLRN dense granule ATP release, luminescence. inhibition, %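 (compounds screened at 7.5 µM in platelet-rich plasma)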;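 active means mean replicate score, as percent of positive control, at or above 50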
aSyn UTR inh – 5' untranslated region of α-synuclein, MLPCN primary screen; alpha-synuclein 5'UTR reporter, inhibitor activity; inhibition, % (tested at 7.5 µM); 300,000 compounds, 0.82% hits; in the data active means inhibition above about 60%;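 further: H4 neuroglioblastoma cells stably carrying SNCA 5'UTR luciferase fusion; 0% = DMSO wells and 100% = positive control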
HSF1 inhib – HSF1 inhibition | NIH3T3-HGL HSE-luciferase, MG132-induced, luminescence 8 h; active compounds read low | activity change, negative = inhibition, % at 7.5 µM (by protocol) | 300,000 compounds, 0.77% hits | AID 2098;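 active means more than half of replicate wells show activity change below -50%, luminescence cut by over half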;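 further: luciferase reports HSF-1 transcriptional activity via heat shock element; 0% = median of DMSO wells and -100% = zero luminescence signal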
HSP90 inh – HSP90 refolding inhibition in rabbit reticulocyte lysate; luciferase refolding luminescence, 3 h; inhibition, % at 5.6 µM; 290,000 compounds, 0.91% hits; AID 1789;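 active means inhibition above the screen-wide mean plus 3 SD, computed separately per campaign, cut at about 16% in these data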;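 further: 0% = DMSO wells and 100% = 60 µM geldanamycin wells; inhibitors lower the luminescence because luciferase stays unfolded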
HDAC3 inh – inhibitors of human histone deacetylase 3 | O15379 | recombinant HDAC3, fluorogenic peptide/trypsin coupled, fluorescence | inhibition, % at 8.3 µM | 320,000 compounds, 0.15% hits; in the data active means inhibition above about 26%, passing the limit was not always enough
Target sequence (O15379 whole entry, looked up): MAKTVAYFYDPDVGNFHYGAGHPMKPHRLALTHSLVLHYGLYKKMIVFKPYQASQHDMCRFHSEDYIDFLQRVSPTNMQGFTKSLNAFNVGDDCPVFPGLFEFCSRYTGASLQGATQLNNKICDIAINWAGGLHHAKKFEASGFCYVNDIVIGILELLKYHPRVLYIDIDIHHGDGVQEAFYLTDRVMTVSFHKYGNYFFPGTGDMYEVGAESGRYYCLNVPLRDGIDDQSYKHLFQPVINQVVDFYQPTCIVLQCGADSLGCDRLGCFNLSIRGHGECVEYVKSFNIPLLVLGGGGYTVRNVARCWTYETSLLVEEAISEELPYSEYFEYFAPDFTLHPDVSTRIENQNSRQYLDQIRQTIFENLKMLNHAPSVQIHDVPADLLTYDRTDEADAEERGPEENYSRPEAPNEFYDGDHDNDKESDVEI
HIF activator – HIF pathway transcriptional activation; U2OS HRE-luciferase reporter, luminescence; normalized: DMSO 0%, desferrioxamine 100%; AID 1910; activation, % at 7.5 µM (by protocol); 300,000 compounds, 0.32% hits;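 active means mean activation of at least 10% of the iron chelator positive control signal, with at least half of replicates also reaching 10%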
HSF-1 act – increases HSF-1 driven luciferase reporter signal; NIH3T3-HGL HSF-1 luciferase reporter, MG132, 8 h; 100% = twice DMSO control signal; activation, % at 9 µM; 300,000 compounds, 1.7% hits;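 active means mean replicate activation of at least 50% with a set share of replicates each reaching 50%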;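 further: 0% = median of the neutral control wells and 100% = twice that signal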
KLF5 inhibitor – suppresses KLF5 promoter-driven expression. AID 1700. DLD-1 KLF5 promoter-luciferase reporter, luminescence. inhibition, % at 5 µM. 290,000 compounds, 0.23% hits;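 active means inhibition above a per-plate limit of that plate's mean compound inhibition plus 3 SD, cut at about 60% in these data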;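 further: 0% = DMSO wells and 100% = LY294002 at 200 µM; higher means less KLF5 promoter-driven luciferase light; inactives centre near -14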
* marks the source's active call; other numbers are inactive results; x = not tested or not shown.

nr	canonical_smiles	IEC-6 cytotox	AI-2 QS mod	Platelet DG rel	aSyn UTR inh	HSF1 inhib	HSP90 inh	HDAC3 inh	HIF activator	HSF-1 act	KLF5 inhibitor
1	CC(C)(CNC(=O)c1cccs1)CNC(=O)c1cccs1	7	2	-1	7	-1	2	-1	0.3	7	-10
2	Cc1nnc(SC(C)C(=O)Nc2c(C)n(C)n(-c3ccccc3)c2=O)n1N (centres undefined)	1	15	-1	20	-1	-2	-3	-0.6	-4	-17
3	S=C(NCc1ccco1)N1CCN(c2nc(-c3ccc(Cl)cc3)cs2)CC1	0	6	13	-5	9	1	10	-0.1	12	-32
4	O=C(c1ccc(Cl)cc1)c1cnc(Nc2ccccc2Cl)s1	-1	53	-5	-156	7	-5	6	0.0	15	-80
5	O=C(Cc1ccccc1)N1CCN(S(=O)(=O)c2ccc([N+](=O)[O-])cc2)CC1	-6	29	-2	19	4	20*	-8	-0.5	-2	6
6	COC(=O)c1ccc(NC(=O)Nc2ccc(OC)c(OC)c2)cc1	4	26	10	-3	-5	6	x	-0.2	12	-16
7	O=C(NNC(=S)Nc1ccc(F)cc1F)c1ccco1	-4	11	-3	-109	2	0	-5	2.1	23	-60
8	Cc1nn(-c2ccccc2)c(N2CCCCC2)c1/C=N/NC(=O)c1ccncc1	3	13	6	16	-8	-1	-6	-0.3	0	-1
9	CCN(CC)S(=O)(=O)c1ccc(OC)c(NC(=O)c2ccc(=O)[nH]c2)c1	-5	18	1	0	-6	1	1	-0.3	-19	4
10	CCN(CCCNC(=O)CC1Oc2ccc(C)cc2NC1=O)Cc1ccccc1 (centres undefined)	1	32	-8	-19	0	-4	-1	0.1	-5	-2
11	COc1cccc(-c2nn(-c3ccc(C)cc3)cc2C(=O)NCC2CCCO2)c1 (centres undefined)	x	21	1	-6	-3	x	-4	0.3	5	x
12	CS(=O)(=O)N(CC(=O)N1CCN(c2ccccc2)CC1)C1CCCCC1	4	17	5	-2	0	2	x	-0.3	-1	0
13	CCc1cc(OCCN2C(=O)NC(C)(C)C2=O)ccc1Cl	2	17	0	18	-2	-7	4	-0.3	7	-39
14	CNC1(c2nnnn2-c2ccccc2C)CCOC(C)(C)C1 (centres undefined)	-5	-3	10	3	-5	-2	-1	0.1	4	0
15	O=C(NC1CCN(Cc2ccccc2)CC1)c1cccc(Br)c1	-4	9	0	13	-10	-2	-5	0.4	6	-24
16	Cc1cnc([N+](=O)[O-])n1CCOC(=O)c1cccc(F)c1	-1	-8	0	-15	2	-3	-2	-5.8	11	-45
17	COc1cc2c(cc1OC)CN(C(=O)CSc1n[nH]c(N)n1)CC2	-1	3	-2	14	-4	2	-1	-0.3	-3	-23
18	COCCN(C(=O)CCC(=O)Nc1ccccn1)C(C(=O)NC(C)(C)C)c1ccc(OC)cc1 (centres undefined)	6	8	9	9	2	-3	-2	0.0	2	-19
19	COc1ccc(Cl)cc1NC(=O)CN(C)CC(=O)Nc1ccc(C)cc1Br	-1	26	x	x	x	2	4	x	x	-4
20	Cc1c(CC(=O)O)c(=O)oc2cc3occ(-c4ccc(F)cc4)c3cc12	0	3	5	1	-3	-1	-6	-0.7	5	-13
21	CCc1noc(N)c1C(=O)Nc1ccc(Cl)cc1	-2	14	-1	7	-3	-10	3	0.1	3	9
22	O=C(Oc1ccccc1C(=O)N1CCOCC1)c1cccc(Br)c1	1	-6	10	7	-3	2	3	-0.2	6	-16
23	COc1ccc(NC(=S)NC2CCCC2)c(OC)c1	-2	4	1	7	2	0	-3	0.4	8	-38
24	O=C(O)CCCN1C(=O)C2C3CC(C2C1=O)C1C(c2ccccc2)c2sc(=O)n(-c4ccccc4)c2SC31 (centres undefined)	-6	13	7	20	0	3	0	-0.7	-5	-3
25	COc1cc2c(cc1OC)CN(CC(=O)NC(=O)NCc1ccccc1)CC2	-5	7	4	12	0	-1	-17	0.6	-4	-7
26	Cc1ccc(C(=O)N2CCN(c3ncccn3)CC2)o1	2	17	1	-24	-7	5	-2	-0.1	1	-2
27	O=C(NC(O)C(=O)c1ccccc1)c1cccs1 (centres undefined)	4	-3	-1	1	-2	2	1	x	-1	-9
28	CCN(CC)CCNc1ccc(Cl)cc1[N+](=O)[O-]	3	15	-1	-1	0	0	6	-0.5	7	-24
29	COc1cc(/C=N/NC(=O)c2cccc([N+](=O)[O-])c2)ccc1OC(=O)c1ccco1	8	22	6	-32	-7	-3	3	0.0	-8	4
30	Cc1nc(N2CCC(C)CC2)c2c(C)c(C(=O)Nc3ccc(C)c(F)c3)sc2n1	-5	17	1	-7	10	4	2	-0.6	20	-3
31	CCOC(=O)c1c(C)c(C(=O)N2CCCCCC2)c(C)n1CC	0	25	2	26	7	0	0	-0.1	21	8
32	COc1ccc(C2SCC(C(=O)O)N2C(C)=O)cc1 (centres undefined)	6	24	-4	-21	-1	0	-2	0.1	-17	-6
33	O=C(Nc1ccccc1)C(=O)Nc1ccc2c(c1)N(C(=O)C1CC1)CCC2	x	-28	89*	-121	8	x	-3	1.2	20	x
34	O=C(C(c1ccccc1)c1ccccc1)N1CCN(Cc2ccccn2)CC1	4	26	-4	-4	5	3	-5	0.3	12	-15
35	O=C(COC(=O)c1cc2ccccc2cc1O)NC(=O)NCc1ccco1	4	29	-1	-20	2	-1	-5	-0.2	1	-17
36	Nc1cc(S(=O)(=O)N2CCCCC2)ccc1Oc1ccccc1	3	27	7	17	-11	-1	6	0.3	-15	5
37	CCOC(=O)c1c(-c2ccc(C)cc2C)csc1NC(=O)CSc1nnnn1C	-1	-1	2	47	16	8	-2	0.0	10	-22
38	O=c1c2ccccc2c(-c2ccccc2)nn1-c1ccccc1	-1	12	-1	16	1	5	18	-0.1	-12	-12
39	c1ccc2c(c1)OCC(c1csc3ncnc(N4CCCCC4)c13)O2 (centres undefined)	0	15	0	14	-7	6	0	0.5	11	5
40	Cc1ccc(-c2nn(-c3ccccc3Cl)cc2C(=O)NCC2CCCO2)cc1 (centres undefined)	x	29	3	2	-5	x	2	0.0	-5	x
41	CC(C)N=C(NS(=O)(=O)NC(=O)c1ccccc1)c1ccccc1	6	27	2	1	1	3	7	-0.5	17	-12
42	Nc1ccc(Br)cc1-c1nc2ccccc2[nH]c1=O	39*	17	-2	-102	2	2	2	3.3	2	-32
43	Cc1nonc1C(=O)N1CCCC(Nc2ccc(C(C)C)cc2)C1 (centres undefined)	8	11	-1	-11	-3	-3	0	-0.7	7	-20
44	CCN1CCN(CC(O)COC(c2ccccc2)c2ccccc2C)CC1 (centres undefined)	0	9	0	-8	-2	3	-3	0.8	-26	-30
45	COc1ccc(S(=O)(=O)N(C)c2ccccc2)c2cccnc12	6	6	-2	27	-9	1	4	-0.6	-8	-8
46	O=C(NCCCSc1ccccc1)c1ccc(=O)[nH]c1	6	35	3	-17	-3	-1	0	-0.1	-6	2
47	O=C(COC(=O)CCCOc1ccc(Cl)cc1Cl)NCc1ccc(F)cc1	3	10	-8	38	-10	4	-3	-3.7	-8	-10
48	CC(=O)c1ccc(NC(=O)C[n+]2ccccc2)cc1	-1	4	-1	2	-7	4	2	-0.7	-3	-29
49	CCOC(=O)Nc1ccc2c(c1)N(C(=O)N1CCN(C)CC1)c1ccccc1S2	8	5	-4	3	2	-1	4	0.9	18	-8
50	O=C(COC(=O)c1ccc(S(=O)(=O)NCc2ccco2)cc1)Nc1ncc(Cl)cc1Cl	4	30	3	-3	-5	0	9	-0.1	-2	-16
51	CC(c1ccco1)N(C(=O)COc1ccc(Cl)cc1Cl)c1ccccn1 (centres undefined)	-1	30	8	48	-48	42*	1	-2.8	-56	-174
52	O=C(NC(=S)Nc1cc(S(=O)(=O)N2CCOCC2)ccc1N1CCOCC1)C1CCCC1	-2	7	0	8	-4	2	-3	-0.2	10	-38
53	NC1=NC2(CCCC2)N=C(Nc2ccccc2)N1	1	13	-20	-11	3	-1	x	0.1	5	-41
54	O=C1CC(=O)N(CCNc2ncc(C(F)(F)F)cc2Cl)C(=O)N1	-2	34	-1	7	0	-1	6	-0.1	20	-11
55	NNC(=O)c1ccc(COCC(F)(F)F)cc1	-1	-1	18	7	1	7	11	0.0	-18	4
56	O=C(N/N=C/c1cc(Br)ccc1OC(=O)c1ccc(Br)cc1)c1ccncc1	97*	-4	-1	45	-2	-3	1	19*	7	78*
57	COc1cccc(N2CCN(S(=O)(=O)c3ccc4c(c3)NC(=O)CS4)CC2)c1	-8	17	12	-3	5	-7	2	0.4	-1	-46
58	COC(=O)c1c(N2C(=O)[C@H]3[C@@H](C2=O)[C@]2(C(=O)Nc4ccccc42)N2CCC[C@@H]32)sc(C)c1C	4	11	-4	7	5	0	1	-2.2	-6	2
59	CCCOc1ccc(C(=O)C(CCC(CNCC)C(=O)c2ccc(OCCC)cc2)CNCC)cc1 (centres undefined)	7	17	-3	107*	31	-3	x	-3.6	40	-6
60	CC1(C)C(C(=O)OCC(Cl)(Cl)Cl)N2C(=O)C(NC(=O)Cc3ccccc3)C2S1=O (centres undefined)	6	4	-3	-8	1	-1	-6	-3.5	16	-18
61	COc1cc(/C=N/NC(=O)c2[nH]nc3c2CCc2ccccc2-3)ccc1O	-8	70	-2	8	4	-2	8	0.5	22	-13
62	N#Cc1ncc(-c2ccc3c(c2)OCCOCCOCCOCCOCCO3)nc1C#N	32*	20	0	16	32	3	2	1.3	24	33

Assay outcomes from PubChem.
